Bioassay records from PubChem BioAssay.
p53 reactivator: restores transcriptional activity of mutant p53; H1299 p53-A138V BP100-luciferase reporter, luminescence, 24 h; Potency, µM (doses to about 92.2 µM), inactives show top-dose activity change, positive = activation, most hits filed as activators; 0.063% of 320,000 active; also: % of control where 0% means no effect; nearly all actives have a fitted effect of over 45% in size
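H1299 (p53-null), stable ts p53-A138V + BP100-Luc; 1000 cells/well, Opti-MEM/10% FBS; cpd 4 pt, 1:5; 24 h, 37 deg C, 5% CO2; detection reagent 10 min RT; luminescence.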
MBNL1 CUG block: inhibitors of human MBNL1 binding to CUG repeat RNA | 0.036% of 280,000 active | TR-FRET MBNL1-His/biotin-(CUG)12 binding, 665/545 ratio | Potency, µM (titrated, usually from 57.5 µM), inactives show at the highest dose activity change, negative = inhibition, most hits filed as inhibitors; active = well fitted inhibition curve with a large enough effect in the signal ratio, with a control signal flat, not every such curve was filed as active; inconclusive = small, poorly fitted or top-dose-only effect, or effect the other way, or a change in a side signal; inactive = no such curve, though single readings can be large or run the other way; the % refers to the signal ratio; also: % is scaled to controls: 0 for no effect and ±100 for the full control effect
Target sequence (Q9NR56 whole entry, looked up): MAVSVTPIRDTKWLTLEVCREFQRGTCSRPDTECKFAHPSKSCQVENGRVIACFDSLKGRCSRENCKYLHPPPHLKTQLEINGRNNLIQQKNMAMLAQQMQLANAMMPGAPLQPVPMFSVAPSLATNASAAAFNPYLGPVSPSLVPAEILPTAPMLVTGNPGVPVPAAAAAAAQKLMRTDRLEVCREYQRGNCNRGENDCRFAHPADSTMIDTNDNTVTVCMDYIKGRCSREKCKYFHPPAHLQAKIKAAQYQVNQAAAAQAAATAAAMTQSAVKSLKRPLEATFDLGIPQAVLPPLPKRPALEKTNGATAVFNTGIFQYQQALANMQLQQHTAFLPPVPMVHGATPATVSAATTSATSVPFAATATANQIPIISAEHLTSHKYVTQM
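MBNL1-His + Biotin-(CUG)12, cpd titration 92 nM–58 uM; Tb anti-His Ab 0.055 ng/ul, SA-XL665 5 nM (final); 60 min RT; ratiometric 665/545 nm, Ex 340 nm; normalized to buffer and full-complex controls.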
NPC1 prom act: NPC1 promoter activation. Huh7 NPC1 promoter luciferase reporter, 24 h. Potency, µM (top dose mostly 9.22 µM), inactives show top-dose activation, usual class: activators. 2.4% of 320,000 active. AID 485313;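 also: % of control where 0% means no effect; nearly all actives have a fitted effect of over 60% in size; reporter is driven by a mutant NPC1 promoter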
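Huh7 reporter cells (NPC1 promoter driving luciferase) are dosed with compound for 24 h at 37 °C, 5% CO2; luciferase detection reagent is then added and luminescence measured after 10 min at ambient temperature.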
Rab9 prom act: activators of Rab9 promoter | Huh7 Rab9 promoter-luciferase reporter, luminescence, 24 h | AID 485297 | 2.8% of 320,000 active | Potency, µM (titrated, usually from 9.22 µM), inactives show at the top dose activation, negative = inhibition, actives largely listed as activators; also: % of control where 0% means no effect; nearly all actives have a fitted effect of over 60% in size
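Luminescence from Amplite-detected luciferase (10 minutes, ambient) reports Rab9 promoter activation. Before that, stable Rab9-luciferase Huh7 cells (1500/well, reduced-serum OP-MEM I plus 10% FBS) were exposed to compound for 24 hours at 37C.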
RORg inh: inhibitors of mouse ROR gamma transcriptional activity. P51450. Potency, µM (doses to about 53.6 µM), for inactives: at the top dose activity change, negative = inhibition, most hits filed as inhibitors. 5.4% of 310,000 active. Drosophila S2 Gal4-RORgamma UAS-luciferase reporter, 20 h; also: % is scaled to controls: 0 for no effect and ±100 for the full control effect; nearly all actives have a fitted effect of over 60% in size
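Luciferase reporter read in Schneider cells carrying Gal4-RORγ (mouse) and UAS-Photinus luciferase; cells given compound 1 h before 700 uM copper sulfate induction, then incubated 20 h at ambient temperature.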
VP16 counter: inhibits Gal4-VP16 luciferase reporter, ROR gamma counter-screen. Drosophila S2 Gal4-VP16 UAS-luciferase, luminescence, 20 h. AID 2546. Potency, µM (titrated, usually from 53.6 µM), for the others: top-dose activity, negative = inhibition, actives largely listed as inhibitors. 3.5% of 310,000 active;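 also: Gal4-VP16 expression switched on by copper sulfate through the metallothionein promoter; % is scaled to controls: 0 for no effect and ±100 for the full control effect; nearly all actives have a fitted effect of over 50% in size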
BRCA1 expr act: activators of BRCA1 expression. MCF7-BRCA1-FFLuc reporter, luminescence, 48 h; response scale: scaled: vehicle 0%, 10 µM genistein 100%. Potency, µM (highest dose often 46.1 µM), inactives show at the highest dose activation, actives largely listed as activators. 1.1% of 380,000 active. AID 624202; also: nearly all actives have a fitted effect of over 80% in size; some results filed as inactive show a strong effect at the top dose
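48 h compound treatment of MCF7-BRCA1-FFLuc cells (phenol-red free MEM, 37 °C), then 15 min with luciferase substrate and luminescence imaging.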
uPA generation: inhibitors of cell surface uPA generation. cell surface uPA generation assay, qHTS. 0.31% of 330,000 active. Potency, µM (series often up to 38.3 µM), without a hit: top-dose activity change, negative = inhibition, actives largely listed as inhibitors; active = well fitted inhibition curve with a large enough effect; inconclusive = small, poorly fitted or top-dose-only effect; inactive = no such curve, though single readings can be large or run the other way; tested in mouse RAW 264.7 cells; also: % is scaled to controls: 0 for no effect and ±100 for the full control effect; nearly all actives have a fitted effect of over 55% in size
ELG1 genotox: inducers of genotoxicity in HEK293T ELG1-luciferase cells; HEK293T ELG1-luciferase reporter, luminescence, 16 h; Potency, µM (titrated, usually from 46 µM), without a hit: top-dose activity change, positive = activation, actives largely listed as activators; 1.3% of 330,000 active; also: % of control where 0% means no effect; nearly all actives have a fitted effect of over 60% in size
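Luminescence read-out: rising ELG1-luciferase signal, reflecting elevated ELG1 protein under genetic stress, flags genotoxic compounds. Cells were treated for 16 hr at 37 °C before ONE-Glo detection.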
FLuc counter: firefly luciferase modulation, counter-screen for miR-21 project; P08659; purified FLuc, Km substrates, luminescence inhibition; Potency, µM (doses to about 57.5 µM), inactives show top-dose activity change, negative = inhibition, usual class: inhibitors; 6.9% of 360,000 active;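 also: plate controls were vehicle for no effect and reference inhibitor for full effect; nearly all actives have a fitted effect of over 55% in size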
Target sequence (P08659 whole entry, looked up): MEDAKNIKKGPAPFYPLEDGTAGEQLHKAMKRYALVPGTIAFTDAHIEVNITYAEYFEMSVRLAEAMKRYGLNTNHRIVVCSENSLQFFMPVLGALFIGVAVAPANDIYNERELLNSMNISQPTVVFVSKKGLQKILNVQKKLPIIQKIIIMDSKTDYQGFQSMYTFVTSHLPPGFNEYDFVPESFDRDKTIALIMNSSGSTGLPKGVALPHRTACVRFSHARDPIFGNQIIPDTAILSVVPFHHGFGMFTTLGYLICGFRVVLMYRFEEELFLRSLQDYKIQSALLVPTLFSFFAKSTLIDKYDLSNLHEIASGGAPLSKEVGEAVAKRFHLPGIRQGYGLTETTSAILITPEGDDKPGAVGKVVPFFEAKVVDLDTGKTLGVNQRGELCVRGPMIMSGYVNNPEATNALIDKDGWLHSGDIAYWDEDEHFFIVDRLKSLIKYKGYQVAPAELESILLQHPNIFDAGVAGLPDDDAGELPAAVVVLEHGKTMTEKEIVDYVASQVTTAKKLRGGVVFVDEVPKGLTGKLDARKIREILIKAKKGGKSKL
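Purified P. pyralis luciferase, 10 nM final, with Km-level 10 uM D-luciferin and 10 uM ATP in 50 mM Tris acetate pH 7.5, 10 mM Mg acetate, 0.01% Tween-20, 0.05% BSA; 6-point qHTS titration about 60 µM downward; luminescence read.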
Numbers without * were called inactive; ? = inconclusive; / = not tested or not shown; [ ] = another dose, or the depositor's remark. Unless noted, calls follow the shape of the dose curve; as a rule, active = well fitted curve in the direction sought with a large enough effect; inconclusive = small, poorly fitted or top-dose-only effect, or another doubt; inactive = no such curve, though single readings can be large; an effect the other way counts as inactive or inconclusive. Potency is read from the fitted curve at half-maximal effect.

Structure	p53 reactivator	MBNL1 CUG block	NPC1 prom act	Rab9 prom act	RORg inh	VP16 counter	BRCA1 expr act	uPA generation	ELG1 genotox	FLuc counter
Cc1cc(Cl)ccc1OCC(=O)NCCOC(=O)Nc1sc(=S)n(C)c1C	4%	68%[activator]	0%	-3%	35%	18%	-1%	0%	0%	?
CN(c1cccc(NC(=O)CCSc2ccccc2)c1)S(C)(=O)=O	20%	-5%	-2%	-2%	35%	-9%	2%	5%	-2%	?
COCC(=O)N(Cc1ccccc1)c1ccccn1	-9%	-3%	-3%	-3%	-3%	-6%	3%	-1%	-1%	2%
CCOc1ccc(-c2cc(CCCC(=O)Nc3cc(OC)ccc3OC)no2)cc1	-5%	-4%	-4%	-4%	?	?	-61%	/	-9%	6µM*
O=C(O)/C(=C\c1ccc(F)cc1)c1ccc(-c2ccccc2)cc1	-3%	?	-3%	3%	-12%	-5%	-13%	/	-2%	-1%
COCCN(CCOC)C(=O)C12CCC(C)(C(=O)C1)C2(C)C (stereo unspecified)	-9%	-8%	0%	11%	-14%	-9%	3%	0%	2%	1%
COc1ccc(NC(=S)N2CCCC2)cc1OC	2%	-3%	0%	11%	0%	4%	0%	6%	0%	5%
Cc1ccc(S(=O)(=O)N=S(CCO)CCO)cc1	-3%	0%	1%	-18%	0%	-13%	-23%	3%	-1%	0%
O=c1[nH]c(=S)n(C2CCCCC2)c(O)c1C=NCCN1CCOCC1	-1%	/	0%	-1%	-17%	3%	-6%	27%	0%	1%
COc1ccccc1OCCn1cc(/C=N/n2cnnc2)c2ccccc21	2%	-10%	2%	2%	40%	-11%	-28%	-1%	0%	1%
Cc1csc(=S)n1-c1ccccc1	-7%	-7%	-2%	-5%	-3%	0%	5%	-3%	1%	4%
O=C(O)CC1CCS(=O)(=O)C1 (stereo unspecified)	0%	0%	0%	4%	-17%	-11%	3%	1%	-1%	8%
CC(C)(C)n1ncc2c(=O)n(Cc3c(F)cccc3Cl)cnc21	6%	-9%	20%	4%	?	-18%	28%	-1%	-9%	24µM*
COc1nc(Oc2ccc(C(=O)O)cc2)nc(Oc2ccc(C(=O)O)cc2)n1	3%	0%	1%	-1%	-3%	-14%	0%	/	-1%	2%
Oc1ccc(-c2nnc(Nc3cccc(O)c3)c3ccccc23)cc1	-1%	4%	-5%	-2%	3%	-11%	-31%	-5%	10%	?
Cc1cnc([N+](=O)[O-])n1CCOC(=O)NC(=O)c1ccc(C(F)(F)F)cc1	-3%	?	-1%	-1%	-1%	-2%	2%	-3%	2%	0%
CCCN1CCc2c(sc3nc(SC)n(-c4ccccc4)c(=O)c23)C1	4%	20%	0%	-11%	8%	3%	-16%	0%	-7%	1%
COC(=O)c1ccc(NC(=O)CSc2nncn2-c2ccccn2)cc1	11%	-4%	-6%	-5%	19%	-13%	0%	-4%	-1%	4%
O=C(C1=C(O)C(=O)N(CCN2CCOCC2)C1c1ccccn1)c1cccs1 (stereo unspecified)	18%	?	0%	0%	1%	24%	-9%	2%	12%	2%
Cc1ccc(S(=O)(=O)N2CCCCC2)cc1NC(=O)Cn1cnc2c1c(=O)n(C)c(=O)n2C	-5%	/	-1%	1%	/	/	3%	-1%	2%	2%
CC1CCc2sc(C(=O)OCC(=O)NC(N)=O)cc2C1 (stereo unspecified)	1%	/	0%	-8%	-17%	-6%	14%	0%	4%	?
O=C(Cn1cc(C(F)(F)F)ccc1=O)N1CCN(S(=O)(=O)c2ccc(Cl)cc2)CC1	3%	0%	0%	-3%	21%	0%	-15%	0%	-3%	-1%
CCSc1nnc2ccc(-c3cccs3)nn12	0%	?	-5%	22%	10%	-13%	10%	-6%	5%	-9%
CCOc1ccc(CCNC(=O)c2cccc3c2C(=O)N(CCOC)C3)cc1OCC	1%	-12%	3%	3%	5%	6%	-8%	-9%	-2%	1%
CSC(SC)=C(C#N)C(=O)c1ccccc1	-12%	?	-29%	-47%[inhibitor]	-74%	11µM*	-83%[inhibitor]	0%	15%	-19%
CCOP(=O)(OCC)C(O)c1cc(OC)c(OC)c(OC)c1 (stereo unspecified)	-9%	-6%	0%	1%	-12%	7%	-24%	7%	3%	-2%
OC(CN1CCCCC1)CN(c1ccccc1)c1ccccc1 (stereo unspecified)	-9%	3%	4%	-5%	6%	-4%	-10%	-10%	0%	-1%
CC(C)(C)c1cc(NC(=O)CSc2nnc(N)s2)n(-c2ccccc2)n1	-9%	3%	1%	-1%	?	-4%	-16%	-5%	3%	4%
Cc1nc(-c2ccc(S(=O)(=O)Nc3ccc(Br)cc3F)cc2)co1	-21%	-3%	-4%	0%	0%	-6%	14%	-1%	0%	-1%
CC(=O)Oc1ccc(C(=O)Nc2cccc(-c3nnc(-c4ccco4)o3)c2)cc1	-4%	4%	0%	1%	-12%	6%	-38%	3%	-8%	-16%
Cc1ccc(OCCOCCOc2ccc(Br)cc2/C=N\NC(=O)c2ccncc2)cc1	13%	-8%	3%	-8%	?	25µM*	-67%	-18%	6%	?
O=S(=O)(c1ccc(Cl)cc1)N1CCCC1c1nc2ccccc2s1 (stereo unspecified)	-5%	3%	-2%	-2%	-3%	-1%	-1%	-2%	0%	4%
CCNc1nc(SCC(=O)Nc2ccc(Cl)c(Cl)c2)nc(N(C)C)n1	-5%	-3%	1%	-1%	-26%	4%[10 µM]	-19%	3%	4%	-13%
COc1ccc(CNCc2ccccc2C(F)(F)F)cc1	/	-16%	3%	-1%	-21%	4%	0%	-4%	5%	-2%
Cc1cc(C)cc(NS(=O)(=O)c2ccc3oc(=O)ccc3c2)c1	-4%	-5%	0%	7%	24%	-3%	-34%	/	-4%	2%
CCC(=O)Nc1cccc(NC(=O)CSc2nnnn2C2CCCC2)c1	?	-12%	15%	10%	-34%	-7%	11%	-4%	-3%	-10%
COc1cccc(NC(=O)NC(=O)c2c(C)cc(Cl)nc2Cl)c1	2%	?	2%	-4%	-2%	-9%	-34%	-18%	-1%	3%
O=C(NC1CC1)C1CCN(C2CCN(C(=O)CCOc3ccccc3)CC2)CC1	1%	21%	0%	0%	-3%	-15%	14%	11%	0%	-2%
CC(=O)c1ccc(NC(=O)CNCC(c2ccccc2)N(C)C)cc1 (stereo unspecified)	16%	8%	-1%	1%	5%	3%	-10%	0%	0%	-1%
CCCc1nnc(NC(=O)C(=O)NCCN(C)C)s1	13%	10%	-5%	1%	-3%	1%	-1%	4%	0%	-1%
COCc1cccc(C2=CC(=O)C[C@H](c3ccc(F)cc3)C2)c1	2%	/	1%	-8%	/	/	18%	-1%	-3%	0%

Shown with two lines to a compound: entries from further up.
Sequence of screens – p53 reactivator | MBNL1 CUG block | NPC1 prom act | Rab9 prom act | RORg inh | VP16 counter | BRCA1 expr act | uPA generation | ELG1 genotox | FLuc counter
> CC(=O)Oc1ccc(C(=O)Nc2cccc(-c3nnc(-c4ccco4)o3)c2)cc1
 : -4% | 4% | 0% | 1% | -12% | 6% | -38% | 3% | -8% | -16%
> Cc1ccc(OCCOCCOc2ccc(Br)cc2/C=N\NC(=O)c2ccncc2)cc1
 : 13% | -8% | 3% | -8% | ? | 25µM* | -67% | -18% | 6% | ?
> O=S(=O)(c1ccc(Cl)cc1)N1CCCC1c1nc2ccccc2s1 (stereo unspecified)
 : -5% | 3% | -2% | -2% | -3% | -1% | -1% | -2% | 0% | 4%
> CCNc1nc(SCC(=O)Nc2ccc(Cl)c(Cl)c2)nc(N(C)C)n1
 : -5% | -3% | 1% | -1% | -26% | 4%[10 µM] | -19% | 3% | 4% | -13%
